ZTA counter: counter-screen for EBNA-1 inhibitors: inhibitors of Epstein-Barr virus ZTA | P03206 | hit rate 0.15% among 320,000 | inhibition, % at 11 µM | ZTA-DNA binding, fluorescence polarization; in the data active = inhibition above about 33%
EBNA-1 inhibitor: blocks EBNA-1 binding to DNA; EBNA-1 DNA binding, fluorescence polarization; inhibition, % at 14.8 µM; hit rate 0.34% among 300,000; AID 1950; in the data active = inhibition above about 28%
MEX-5 binding: C. elegans MEX-5 TCR-2 RNA binding activity; Q9XUB2; AID 1832; activity score (negative = inhibition of binding), % at 10 µM; hit rate 0.38% among 300,000; MEX-5/FITC-TCR2 RNA binding, fluorescence polarization; active compounds read low;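 active = inhibition past about -25% in most replicates, and total fluorescence under double the plate's negative control median, limit read from the data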;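 also: 0% = DMSO and -100% = 5 µM competing unlabeled TCR2 RNA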
Target sequence (Q9XUB2 whole entry, looked up): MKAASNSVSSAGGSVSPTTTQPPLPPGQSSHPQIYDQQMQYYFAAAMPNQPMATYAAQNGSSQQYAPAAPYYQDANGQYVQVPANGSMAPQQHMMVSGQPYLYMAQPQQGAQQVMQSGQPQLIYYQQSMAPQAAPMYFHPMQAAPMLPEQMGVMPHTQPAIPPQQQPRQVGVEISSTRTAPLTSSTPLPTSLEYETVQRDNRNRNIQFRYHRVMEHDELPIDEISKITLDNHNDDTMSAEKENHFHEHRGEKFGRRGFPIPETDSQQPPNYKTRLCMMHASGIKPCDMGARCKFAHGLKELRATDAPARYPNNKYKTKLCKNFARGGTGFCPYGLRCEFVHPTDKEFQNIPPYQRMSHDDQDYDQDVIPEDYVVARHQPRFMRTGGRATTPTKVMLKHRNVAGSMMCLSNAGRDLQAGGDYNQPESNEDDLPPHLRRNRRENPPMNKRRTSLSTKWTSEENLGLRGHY
Efflux pump inh: antifungal efflux pump inhibition, Nile Red retention; S. cerevisiae Candida pump triplex; inhibition, % at 10 µM; hit rate 0.44% among 330,000;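 active = plate passing quality check with inhibition over a set limit, or well fluorescence over plate mean plus 4 SD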;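 also: Nile Red retained in pooled yeast measured as flow cytometry median fluorescence; 0% = buffer negative control and 100% = Enniatin B positive control; higher means more Nile Red kept so more efflux inhibition; some compounds called inactive have numbers as strong as hits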
BCLXL inh: Bcl-xL (human) inhibition; Q07817; GST-Bcl-xL / FITC-Bim BH3 peptide fluorescence polarization; inhibition, % at 10.9 µM; hit rate 0.7% among 320,000;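 active = inhibition above the mean of all tested compounds plus 3 SD, cutoff set per campaign, cut at about 30% in these data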;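 also: 0% = DMSO wells and 100% = unlabeled Bim-BH3 peptide competitor; inhibitors lower millipolarization by displacing the labeled peptide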
Target sequence (Q07817 whole entry, looked up): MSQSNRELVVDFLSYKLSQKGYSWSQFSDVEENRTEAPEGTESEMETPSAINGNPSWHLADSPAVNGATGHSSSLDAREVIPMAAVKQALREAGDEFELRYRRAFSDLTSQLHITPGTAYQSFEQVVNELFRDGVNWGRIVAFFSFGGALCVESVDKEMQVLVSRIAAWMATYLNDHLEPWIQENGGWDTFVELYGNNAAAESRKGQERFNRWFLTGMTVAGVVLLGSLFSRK
GLD-1 TGE inh: GLD-1-TGE RNA interaction inhibition (C. elegans) | inhibition, % at 5.96 µM | AID 2280 | hit rate 0.44% among 320,000 | Q17339 | purified GLD-1 + fluorescein TGE RNA, fluorescence polarization;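 active = percent inhibition above a per-plate cutoff, the plate mean of test compounds plus 3 SD, cut at about 30% in these data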;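 also: 0% = DMSO wells with GLD-1 and probe and 100% = wells lacking GLD-1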
MCL1 BIM primary: disrupts human MCL1 binding to BIM-BH3 peptide; inhibition, % at 10.9 µM; GST-MCL1 / FITC-Bim-BH3 fluorescence polarization; hit rate 0.68% among 320,000; Q07820;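 active = inhibition above the mean inhibition of all tested compounds plus 3 SD, set per campaign, cut at about 40% in these data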;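 also: 0% = DMSO wells and 100% = unlabeled Bim-BH3 peptide control; higher means more loss of mP so more displacement of Bim peptide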
Target sequence (Q07820 whole entry, looked up): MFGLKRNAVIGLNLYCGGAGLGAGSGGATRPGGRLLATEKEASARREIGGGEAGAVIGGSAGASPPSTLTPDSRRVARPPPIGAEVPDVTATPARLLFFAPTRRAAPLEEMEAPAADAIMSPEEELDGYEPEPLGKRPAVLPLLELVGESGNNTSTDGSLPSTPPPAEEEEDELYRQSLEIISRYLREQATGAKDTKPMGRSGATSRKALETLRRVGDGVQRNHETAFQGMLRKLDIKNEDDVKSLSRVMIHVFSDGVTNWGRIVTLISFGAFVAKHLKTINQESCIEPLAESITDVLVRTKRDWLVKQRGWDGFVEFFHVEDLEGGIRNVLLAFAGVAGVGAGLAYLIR
CR mimetic SO: yeast age-related superoxide inhibition as caloric restriction mimetic. AID 2690. S. cerevisiae aged cells, superoxide DHE fluorescence; active compounds read low. hit rate 0.18% among 330,000. superoxide response (% of plate mean), % at 10 µM;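 active = superoxide response under a set limit, about three screen SD below normal, cut at about 65% in these data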;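 also: yeast aged for seven days with compound at 30 °C before DHE staining; 100% = average MFI of all compound-treated wells on the plate with controls excluded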
Fam108B counter: Fam108B inhibition, counter-screen for RBBP9 inhibitors; recombinant Fam108B, FP-Rh probe fluorescence polarization; inhibition, % at 9.51 µM; hit rate 0.33% among 300,000;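 active = inhibition above the screen mean inhibition plus 3 SD, computed separately per campaign, cut at about 18% in these data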;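 also: inhibitors lower polarization as less probe binds the enzyme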
Starred values were filed as active, the others as inactive; . = no result given.

SMILES | ZTA counter | EBNA-1 inhibitor | MEX-5 binding | Efflux pump inh | BCLXL inh | GLD-1 TGE inh | MCL1 BIM primary | CR mimetic SO | Fam108B counter
Cc1cc(=O)[nH]c(SCC(=O)N2CCN(S(=O)(=O)c3ccccc3)C2)n1 | -8 | 0 | 0.7 | -0.1 | 3 | 5 | -1 | 96 | -2
COc1ccccc1Nc1nc(N)nc(CSC(=S)N2CCC(C)CC2)n1 | -2 | 11 | 0.8 | -1.1 | 2 | 5 | 10 | 92 | 7
Cc1ccc(-c2nc(-c3ccccc3)no2)c(Cl)c1 | -4 | 3 | 2.7 | -0.1 | 10 | 14 | 9 | 98 | -4
COc1ccc(Br)cc1/C=N/NC(=O)CNC(=O)/C=C/c1ccccc1 | 6 | -3 | 1.5 | 0.5 | 3 | -2 | 4 | 123 | -5
Cc1cccc(C(=O)N2CCN(S(=O)(=O)N3CCCCCC3)CC2)c1 | 3 | -5 | -1.5 | 0.0 | 1 | 10 | 0 | 91 | -5
O=C(CN1CCN(S(=O)(=O)/C=C/c2ccccc2)CC1)NCC(F)(F)F | 0 | 1 | 0.6 | 0.2 | 0 | -3 | 2 | 86 | -2
O=C(CCC(=O)OCC(=O)c1ccccc1)NC1CCCCC1 | -6 | -1 | 1.0 | 0.0 | 4 | 7 | 11 | 91 | -4
CN(C)c1ccc(/C=C(/C#N)C(=O)NCc2ccccc2)o1 | 5 | 4 | -18 | 0.0 | -159 | -239 | -342 | 72 | 2
NC(=O)c1ccc(C(F)(F)F)n(Cc2ccc(Cl)cc2)c1=O | -19 | 13 | 4.1 | 0.0 | -5 | 4 | 0 | 96 | 2
c1csc(C2Nc3ccccc3-c3nc4ccccc4n32)c1 (stereo not drawn) | -5 | 8 | . | 0.1 | 4 | 2 | 0 | 82 | -14
CC(C)C1OC2c3cccc4cccc(c34)C2N1c1ccccc1 (stereo not drawn) | -6 | -1 | 0.3 | 0.1 | 6 | 13 | 7 | 106 | 2
Cc1cccc2cc(CN(Cc3ccco3)C(=O)c3cccs3)c(=O)[nH]c12 | -2 | -2 | 1.7 | -0.1 | 5 | -1 | 2 | 101 | -1
COCCn1c(SCC(=O)Nc2cc(C)on2)nnc1-c1ccco1 | 10 | 11 | 4.2 | 0.0 | -1 | 2 | -1 | 106 | -1
COc1ccc(S(=O)(=O)N2CCCC(C(=O)N3CCCC3)C2)cc1OC (stereo not drawn) | -18 | -1 | 0.7 | 0.0 | 1 | 4 | 3 | 94 | 0
O=C(COC(=O)c1ccccc1F)NNC(=O)c1ccccc1 | 2 | -3 | -2.3 | -0.1 | -4 | 0 | -1 | 91 | 4
COc1ccc(OCC(=O)NNC(=O)C(=O)N2CCCC2)cc1 | -15 | -3 | -6.6 | 0.0 | 1 | 4 | -4 | 115 | 1
CC(=O)N1CCN(S(=O)(=O)c2c(F)cc(F)c(Cl)c2F)CC1 | 2 | 4 | -2.7 | 0.1 | 4 | 8 | 6 | 102 | 3
CCOC(=O)CNC(=O)c1cn(CC)c(=O)c2cc(OC)c(OC)cc12 | -9 | -10 | -4.1 | -0.1 | 6 | 4 | -1 | 92 | 0
O=C(NCCc1cccc(Cl)c1)c1cc2ccccc2oc1=O | -15 | -2 | -0.2 | 0.2 | 0 | 6 | 3 | 98 | -3
Cc1ccc(S/C=C\C(=O)c2ccccc2)cc1 | 1 | 5 | -0.3 | 0.0 | 5 | 6 | 4 | 90 | 0
COc1ccc(N(CC(=O)Nc2cccc(N(C)S(C)(=O)=O)c2)S(=O)(=O)c2ccccc2)cc1Cl | -10 | -6 | 1.6 | 0.3 | 4 | 0 | 6 | 84 | -8
Cc1nc2ccccc2n1CCOc1ccc([N+](=O)[O-])cc1 | 10 | -15 | 1.0 | -0.2 | 6 | 4 | 7 | 87 | -1
Cc1ccc2c(c1)N(CCC(=O)NC(C)C)C(=O)CO2 | 14 | 11 | 3.9 | 0.1 | -3 | -3 | -3 | 97 | 3
COc1ccc(-c2nc(C(N)=O)c3[nH]c(=O)n(-c4ccccc4OC)c3n2)c(OC)c1 | 15 | 17 | 2.6 | -0.1 | 7 | 3 | 4 | 96 | 0
Cc1cccc(N2CCN(C(=S)Nc3ccc4nc(N5CCN(C)CC5)cc(C)c4c3)CC2C)c1 (stereo not drawn) | 4 | 6 | -0.8 | 0.6 | 0 | 3 | 2 | 107 | 1
COc1ccc(NC2CS(=O)(=O)CC2NCc2ccco2)cc1 (stereo not drawn) | 7 | -2 | -3.0 | 0.0 | 3 | 10 | 5 | 95 | -2
O=C(CCN1C(=O)c2ccc([N+](=O)[O-])cc2C1=O)Nc1cccc(O)c1 | -8 | -5 | -6.5 | 0.1 | -3 | -2 | 4 | 113 | 6
Cc1ccc(N2CC(C(=O)NCc3ccccn3)CC2=O)cc1 (stereo not drawn) | 1 | 6 | -2.5 | 0.1 | 2 | -11 | 0 | 90 | -4
O=C1c2cccc(O)c2C(=O)c2c(O)cc(CO)cc21 | 12 | 7 | -8.7 | -0.1 | 93* | 81* | 100* | 131 | 5
COC(=O)Cn1cnc2ccccc2c1=O | 18 | 1 | -0.3 | 0.0 | 3 | 4 | -3 | 92 | 1

Quoted at random: 2 entries already listed, in no set order.
SMILES | ZTA counter | EBNA-1 inhibitor | MEX-5 binding | Efflux pump inh | BCLXL inh | GLD-1 TGE inh | MCL1 BIM primary | CR mimetic SO | Fam108B counter
c1csc(C2Nc3ccccc3-c3nc4ccccc4n32)c1 (stereo not drawn) | -5 | 8 | . | 0.1 | 4 | 2 | 0 | 82 | -14
O=C(CCC(=O)OCC(=O)c1ccccc1)NC1CCCCC1 | -6 | -1 | 1.0 | 0.0 | 4 | 7 | 11 | 91 | -4

Next section
SMILES | ZTA counter | EBNA-1 inhibitor | MEX-5 binding | Efflux pump inh | BCLXL inh | GLD-1 TGE inh | MCL1 BIM primary | CR mimetic SO | Fam108B counter
N#Cc1ncn(-c2ccc(Oc3ccccc3)cc2)c1N | 6 | 1 | -1.5 | 0.0 | 0 | 1 | -1 | 87 | -2
O=c1[nH]c2cccc(Cl)c2n(CCNc2ncc(C(F)(F)F)cc2Cl)c1=O | -1 | 4 | 1.7 | -0.1 | 4 | -6 | 0 | 109 | 3
CCOc1ccccc1NC(=O)c1ccc2nccnc2c1 | -17 | 0 | -1.4 | 0.0 | 3 | 2 | 7 | 99 | 3
COc1ccc(CNC(=O)C(c2ccncc2)N(C(=O)Cc2cccs2)c2ccccc2C)cc1 (stereo not drawn) | -13 | 0 | 1.1 | -0.1 | 10 | -2 | 7 | 112 | 0
COc1cccc(/C=N/NC(=O)CCc2c(C)n[nH]c2C)c1O | 14 | 17 | -2.2 | -0.1 | 0 | 4 | 4 | 91 | -5
CCCCc1nnc(SCC(=O)NC2CCCCC2)n1C | -6 | 14 | -3.8 | 0.4 | 2 | -1 | 10 | 107 | -1
CS(=O)(=O)N1CCN(C/C=C/c2ccccc2)CC1 | 8 | 7 | 2.6 | 0.0 | 8 | 5 | 1 | 105 | 3
COc1cccc(-n2c(SCC(=O)Nc3nccs3)nnc2-c2ccoc2C)c1 | -14 | -13 | -1.3 | 0.0 | 4 | -1 | 1 | 105 | -1
C=CCc1ccc(OCCOc2ccc(/C=N/n3cnnc3)cc2OCC)c(OC)c1 | -13 | -10 | 0.0 | 0.0 | 0 | 2 | -6 | 84 | 4
O=c1c2c(-c3ccccc3)csc2ncn1/N=C/c1ccc(O)c([N+](=O)[O-])c1 | -5 | 3 | 1.0 | 0.1 | 1 | 2 | -8 | 119 | -1
C(=C\c1ccccc1)/C=N/Nc1ccc2nncn2n1 | -7 | -4 | -0.8 | 0.2 | 1 | 6 | -5 | 113 | -4
COc1cc(/C=C2/NC(=O)NC2=O)ccc1OCC(=O)Nc1ccc(F)cc1 | -14 | -8 | -3.6 | -0.3 | -4 | -5 | -10 | 106 | -4
CN(C)Cc1ccc(-c2nc3cccc4c3n2CCNC4=O)cc1 | -3 | 10 | -0.7 | 0.0 | -1 | -8 | -3 | 90 | 3
O=C(CN(Cc1ccccc1)C(=O)CNS(=O)(=O)c1ccccc1)NCc1ccco1 | 1 | -10 | 1.5 | 0.3 | 6 | -5 | 0 | 79 | 0
Fc1ccccc1NC(=S)N1CCOCC1 | -16 | -5 | 1.4 | -0.1 | 4 | 5 | 4 | 90 | -4
COc1ccc(OC)c(NC(=O)CCCN2C(=S)NC(C)(C)CC2C)c1 (stereo not drawn) | -5 | -11 | 2.8 | -0.1 | 3 | 1 | 8 | 97 | 1
Cn1cc([N+](=O)[O-])c(C(=O)N2CCN(Cc3ccc4c(c3)OCO4)CC2)n1 | 1 | 18 | -1.2 | -0.1 | 2 | -5 | 1 | 91 | 8
CCn1cc(C(c2ccccc2)C(C(C)=O)[N+](=O)[O-])c2ccccc21 (stereo not drawn) | -11 | -6 | 0.3 | 0.0 | 2 | 3 | -6 | 84 | 2
COc1ccc(NC(=O)c2c(NC(=O)CNCc3ccco3)sc3c2CCC3)c(OC)c1 | 1 | -10 | 5.2 | 0.4 | -3 | -1 | -10 | 108 | 3
COc1ccc(-c2csc(Nc3cccnc3)n2)cc1 | 15 | -9 | -0.1 | 0.1 | 5 | 0 | 6 | 93 | 0
CCc1ccccc1Nc1nc(N)nc(COC(=O)CCS(=O)(=O)c2ccccc2)n1 | 10 | -2 | 2.2 | -0.1 | -4 | -7 | -10 | 89 | 0
COc1ccc(Cn2cccc(NC(=O)Nc3cccc(C#N)c3)c2=O)cc1 | 24 | 106* | -1.5 | -0.1 | -4 | 0 | -1 | 105 | -2
OCC1(Cc2ccccc2)CCN(Cc2ccccn2)CC1 | -5 | -8 | -1.2 | 0.1 | 3 | -2 | 6 | 90 | 0
CCOC(=O)c1ccc2c(c1)nc(-c1ccccn1)n2CC | -10 | -5 | 1.0 | 0.1 | 2 | 0 | -1 | 102 | 0
Clc1cccc(-c2ccnc3nc(-n4cccc4)nn23)c1 | -6 | -4 | 0.1 | 0.2 | 5 | 0 | 9 | 133 | -1
CN(c1ccc(C(=O)Nc2ccccc2C(F)(F)F)cc1)S(C)(=O)=O | -7 | 2 | -2.3 | -0.1 | 6 | 1 | 1 | 96 | -1
Cc1ccc(NC(=O)c2ccc(NCCN)c([N+](=O)[O-])c2)cc1 | 3 | 1 | 0.2 | -0.1 | 8 | 5 | 11 | 108 | 1
CC1(C)CC(=O)C2=C(C1)c1c(ccc3ccccc13)NC2c1ccco1 (stereo not drawn) | 3 | -11 | 0.5 | 0.1 | 6 | 5 | 8 | 121 | 1
COc1ccc(N=Cc2nc(-c3ccccc3)oc2OC(C)=O)cc1 | 0 | -4 | -0.3 | 0.1 | 8 | 6 | 2 | 98 | 1
Cc1ccc(Cn2ncc3c(NCCCN(C)C)ncnc32)cc1 | -3 | 2 | 2.0 | -0.1 | -1 | 0 | -3 | 103 | 1
Cc1cc(=O)n2nc(N3CCC(C(=O)NCc4cccc(Cl)c4)CC3)sc2n1 | -10 | -19 | -6.0 | 0.2 | 4 | 0 | 2 | 89 | 0
CC1(C)CC(=O)c2c(nn(-c3ccccc3)c2N)C1 | 9 | -11 | 1.3 | 0.1 | 0 | -4 | 3 | 93 | 6
COc1ccc(N(C(=O)/C=C/c2ccccc2)C2=CC3CCC(C2)N3C)cc1 (stereo not drawn) | -3 | -3 | -2.3 | 0.1 | 2 | 8 | 1 | 100 | -4
CCCCC(=O)Nc1ccc2c(c1)nc(CCN1CCOCC1)n2C | 2 | -4 | 0.5 | 0.1 | -4 | -5 | -3 | 105 | 6
CSc1cccc(NC(=S)N(CCCN2CCCC2)Cc2cccn2Cc2ccc(Cl)cc2)c1 | -21 | -26 | -1.6 | -0.1 | 7 | 0 | 9 | 103 | -2
